IkB sig inh: IkB pathway inhibition in ABC-DLBCL cells | ABC-DLBCL IkBa-CBG/CBR dual luciferase ratio, 4 h; response scale: scaled: untreated 0%, proteasome inhibitor 100% | Potency, µM (titrated, usually from 57.1 µM), for the others: top-dose IkBa stabilization activation | hit rate 0.04% among 110,000 | AID 445; active means well fitted curve in the direction sought with a large enough effect in the signal ratio, not every such curve was filed as active; inconclusive means small, poorly fitted or top-dose-only effect, or a change in a side signal; the % refers to the signal ratio;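 further: the direction sought is a rising ratio; 0% = basal untreated cells and 100% = reference inhibitor full response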
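Luminescence ratio of IκBα-fused green versus native red beetle luciferase in OCI-Ly3 cells, 4 h post-doxycycline with compound; red signal alone, scaled from basal (0%) to zero light (-100%), flagged nonspecific or cytotoxic effects.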
Peg3 imprint: inducers of genomic imprint erasure in mouse ES cells; mouse ES Peg3-LacZ reporter, beta-gal luminescence, 40 h; Potency, µM (titrated, usually from 60.7 µM), inactives show at the top dose activity change, positive = activation, hits mostly activators; hit rate 0.02% among 110,000; AID 1948;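 further: 0% = negative control wells on the plate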
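Readout: BetaGlo luminescence (5 min, room temp) for LacZ from the normally silent maternal Peg3 allele in female Peg3LacZ-Neo ES cells. Cells 300/well, 40 h, 37C, 5% CO2. Data normalized per plate to negative controls.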
p53ts 39C tox: p53ts cell cytotoxicity, nonpermissive temperature. AID 902. hit rate 1.5% among 130,000. H1299-p53A138V viability at 39C, ATP luminescence, 24 h. Potency, µM (highest dose often 46.1 µM), inactives show at the top dose activity change, negative = cell killing, actives largely listed as cytotoxic; further: nearly all actives have a fitted effect of over 55% in size
p53ts 32C kill: kills p53ts cells at the permissive temperature. H1299-p53A138V at 32C, ATP luminescence viability, 24 h. Potency, µM (titrated, usually from 46.1 µM), inactives show at the highest dose activity change, negative = cytotoxicity, usual class: cytotoxic. hit rate 0.93% among 130,000;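 further: 0% = DMSO and -100% = full killing by reference compound; nearly all actives have a fitted effect of over 55% in size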
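Cells: H1299 p53ts (A138V), 600/well, pre-incubated 16–30 h at 37C. Cpd up to 46 uM, 24 h, 32C. Readout: ATPlite luminescence, 20 min RT. Normalization: DMSO vs tamoxifen 100 uM. AC50 by Hill equation.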
Starred values were filed as active, the others as inactive; ? = inconclusive; / = not tested or not shown; [ ] = remark or other dose. Unless noted, the call rests on the fitted dose curve; in most records, active means well fitted curve in the direction sought with a large enough effect; inconclusive means small, poorly fitted or top-dose-only effect, or another doubt; inactive means no such curve, though single readings can be large; an effect the other way counts as inactive or inconclusive. Unless noted, on the % scale 0 is the no-effect control and ±100 the full control effect; potency means the concentration at half of the fitted maximal effect. The order is random. Share with any hit: about 1.7%.

1. COCCCNC(=O)Cn1cc(C(=O)c2cccs2)c2ccccc21
2. CCc1nnc(NC(=O)Nc2ccc(OC)cc2)s1
3. NC(=O)c1cccc2c1C(=O)N(C1CCCCC1)C2
4. CCCOc1ccc(CNC(=O)c2cc3ccccn3n2)cc1
5. COc1cc(C(=O)Nc2ccccc2N2CCN(S(C)(=O)=O)CC2)cc(OC)c1OC
6. COc1ccc(S(=O)(=O)Nc2ccc3c(c2)N(C(C)=O)CCC3)cc1F
7. Cc1cccc(-c2c3c(=O)n(C)c(=O)n(C)c3cn2C(C)(C)C)c1
8. O=c1cnc2cnc(N3CCOCC3)nc2n1C1CC1
Assay by compound | 1 | 2 | 3 | 4 | 5 | 6 | 7 | 8
IkB sig inh | / | -1.9% | -1.4% | 3.8% | 1.0% | 0.7% | -1.8% | -0.2%[11.4 µM]
Peg3 imprint | / | -13% | -12% | -10%[10.9 µM] | 9% | -20%[10.9 µM] | -7% | 10%
p53ts 39C tox | 9% | -10% | 1% | -1% | 18% | 1% | 1% | 15%
p53ts 32C kill | 0% | -11% | 12% | -2% | 5% | 4% | 1% | 12%

9. O=C(NC1c2ccccc2-c2ccccc21)N1CCOCC1
10. Cc1cc(Br)ccc1NC(=O)CNC(=O)CSc1n[nH]c(N)n1
11. O=C(O)[C@@H]1[C@@H](C(=O)Nc2ccccc2)[C@@H]2C=C[C@@H]1O2
12. COc1ccc(NC(=O)N2CCC(NC(=O)c3ccco3)CC2)cc1
13. CCC(=O)N1CCc2cc(Br)cc(S(=O)(=O)C3(C(=O)OC)CC3)c21
14. Cc1ccc(-n2cc3c(=O)n(C)c(=O)n(C)c3c2)cc1C
15. COC(=O)c1ccccc1NC(=O)CSc1nnc(Cc2ccc(Cl)cc2)o1
16. CCc1ccccc1NC(=O)CSc1nnc(-c2cc(OC)c(OC)c(OC)c2)o1
Assay by compound | 9 | 10 | 11 | 12 | 13 | 14 | 15 | 16
IkB sig inh | 3.6% | 5.1% | 0.9%[11.4 µM] | 0.2% | -1.5% | 0.8% | 1.1% | -0.9%
Peg3 imprint | 5% | 4% | -11%[10.9 µM] | 0% | -3% | -3% | -8% | 24%[10.9 µM]
p53ts 39C tox | 7% | 0% | 1%[9.22 µM] | 1% | -5% | -1% | 7% | ?
p53ts 32C kill | 6% | 11% | -5%[9.22 µM] | 6% | 3% | -1% | 4% | 4%

17. O=C(Nc1ccc(Cl)c(C(F)(F)F)c1)C1CCCN(S(=O)(=O)c2cccc3cccnc23)C1 (stereo unspecified)
18. CCN(CC)C(=O)Cn1c(=O)n(-c2ccc(OC)cc2OC)c(=O)c2c(C)c(C(=O)N(CC)CC)sc21
19. COC(=O)c1ccc(-n2nnnc2SCC(=O)N2CCCCC2)cc1
20. Cc1ccc(CNC(=O)c2ccc(CSCc3ccccc3Cl)o2)cc1
21. O=C(Nc1ccccc1)C1=C(O)CC(c2ccoc2)CC1=Nc1ccccc1 (stereo unspecified)
22. CC1CN(CC(O)COc2ccc(C(C)C)cc2)CC(C)O1 (stereo unspecified)
23. CCOc1ccc(NC(=O)C2CCCN(S(=O)(=O)c3ccc(Br)s3)C2)cc1 (stereo unspecified)
24. Cc1nc(N2CCN(C(c3ccccc3)c3ccccc3)CC2)[nH]c(=O)c1C
Assay by compound | 17 | 18 | 19 | 20 | 21 | 22 | 23 | 24
IkB sig inh | -0.4% | -1.3% | 2.3% | ? | 4.8% | 0.4% | ? | 5.5%
Peg3 imprint | -15%[10.9 µM] | 14%[10.9 µM] | -16% | -4%[10.9 µM] | -4% | -7% | -7%[10.9 µM] | 4%
p53ts 39C tox | 3% | -22% | -5% | -29% | 4% | -3% | -7% | -7%
p53ts 32C kill | -12% | 8% | 10% | 3% | 2% | -6% | 7% | 2%

Entries of single compounds, quoted from the list.
Record of O=C(Nc1ccc(Cl)c(C(F)(F)F)c1)C1CCCN(S(=O)(=O)c2cccc3cccnc23)C1 (stereo unspecified) : IkB sig inh = -0.4%; Peg3 imprint = -15%[10.9 µM]; p53ts 39C tox = 3%; p53ts 32C kill = -12%
Record of Cc1ccc(CNC(=O)c2ccc(CSCc3ccccc3Cl)o2)cc1 : IkB sig inh = ?; Peg3 imprint = -4%[10.9 µM]; p53ts 39C tox = -29%; p53ts 32C kill = 3%

Next results follow:
25. CCOc1ccc2cc(-c3nnc(Nc4ccccc4F)s3)c(=O)oc2c1
26. COc1cccc(NC(=O)CCS(=O)(=O)c2ccc3c(c2)oc(=O)n3C)c1
27. COc1ccc(OC)c(NC(=O)c2ccc3c(Cl)c4c(nc3c2)CCCC4)c1
28. CCOc1ccc2nc(NCCO)[nH]c2c1
29. CC(=O)N(CC1CCCO1)c1nnc(-c2ccccn2)s1 (stereo unspecified)
30. COc1ccc(NC(=O)Cn2c(=O)n(-c3ccc(OC)c(OC)c3)c(=O)c3ccccc32)cc1
31. Cc1ccc(CN2CCN(CC(=O)Nc3ccc(C)c(C)c3)S2(=O)=O)cc1
32. CN1CCc2ccccc2[C@@H]1Cc1ccccc1NC(=O)c1sc2ccccc2c1Cl
Assay by compound | 25 | 26 | 27 | 28 | 29 | 30 | 31 | 32
IkB sig inh | 13% | 0.6% | ? | 0.1% | 0.3% | -0.1% | -0.8% | 0.7%[11.4 µM]
Peg3 imprint | -9%[10.9 µM] | -4%[10.9 µM] | -4%[10.9 µM] | -30% | -13% | -2%[10.9 µM] | 7%[10.9 µM] | -25%[10.9 µM]
p53ts 39C tox | -16% | 14% | 4% | 3% | -4% | 6% | -18% | 8%[9.22 µM]
p53ts 32C kill | -10% | 5% | 3% | -7% | -2% | 4% | 0% | -8%[9.22 µM]

33. COc1cc(C(=O)N2CCN(c3ncnc4sc(C)c(C)c34)CC2)cc(OC)c1OC
34. CC(NC(=O)c1ccccc1)C(=O)NC1=NCCS1 (stereo unspecified)
35. CCOC(=O)c1oc2ccc(S(=O)(=O)n3nc(-c4ccccc4OC)cc3N)cc2c1C
36. Cc1cc(C)c2c(CC(=O)N(CCC#N)Cc3cccnc3)coc2c1
37. O=C(CN1CCC(C(=O)c2ccc(F)cc2)CC1)Nc1ccc(F)cc1
38. Nc1nc(CSc2ncn(-c3ccccc3)n2)cs1
39. CCN1C(=O)[C@H]2[C@H]3[C@H](O)[C@H](O)C/C(=N/OC[C@@H](O)COCc4ccco4)[C@H]3CC[C@@H]2C1=O
40. CCc1cccc(NC(=O)COC(=O)c2cn(CC)c3nc(C)ccc3c2=O)c1
Assay by compound | 33 | 34 | 35 | 36 | 37 | 38 | 39 | 40
IkB sig inh | ? | 0.4% | ? | -3.1% | / | ? | / | -1.4%
Peg3 imprint | -16% | 15% | -23%[10.9 µM] | -15% | / | -28% | / | 4%[10.9 µM]
p53ts 39C tox | -12% | 1% | 6% | -7% | 1% | -6% | 6%[9.22 µM] | 18%
p53ts 32C kill | 0% | 1% | -1% | -11% | -9% | -17% | 0%[9.22 µM] | 0%

41. O=C(NCC1CCCO1)C1CCN(C(=O)c2ccc(Cl)cc2)CC1 (stereo unspecified)
42. CCOC(=O)c1[nH]c2ccccc2c1NC(=O)C1CCCCC1
43. CCCN(c1ccc(OCC)cc1)S(=O)(=O)c1ccc2c(c1)CCN2C(=O)CCC(=O)O
44. Cc1ccc(CNC(=O)c2nnn(Cc3ccc(F)cc3)c2N)cc1
45. CNC(=O)C1C2C=CC3(O2)C1C(=O)N(CCOC)C3C(=O)NCc1ccc(OC)cc1 (stereo unspecified)
46. COc1ccc(C2NC(=O)c3c(sc4c3CCN(C)C4)N2)cc1O (stereo unspecified)
47. Cc1nc(-c2cccc(F)c2)sc1CCNC(=O)c1ccc(F)c(F)c1
48. Cc1ccc2[nH]c3c(=O)n(CC(=O)NCCCN4CCN(c5ccc(F)cc5)CC4)ncc3c2c1
Assay by compound | 41 | 42 | 43 | 44 | 45 | 46 | 47 | 48
IkB sig inh | 1.8% | 1.6% | -1.1% | 0.0% | 1.2% | 3.1% | ? | -5.3%
Peg3 imprint | -4% | -7% | -10% | -1%[10.9 µM] | 3% | -11%[10.9 µM] | -3%[10.9 µM] | 17%[10.9 µM]
p53ts 39C tox | -1% | -5% | 7% | 2% | 16% | 10% | ? | 6%
p53ts 32C kill | 7% | 0% | 1% | 2% | 3% | -11% | 5% | -5%

49. COc1ccc(NC(=O)CC2C(=O)N(c3ccccc3)C(=O)N2CCc2sccc2C)cc1 (stereo unspecified)
50. COc1ccc(Br)cc1CNC(=O)c1cc(=O)[nH]c2ccc(S(=O)(=O)N3CCCCC3C)cc12 (stereo unspecified)
51. C=C(C)CSC1=C(C#N)C(c2ccccc2Cl)CC(=O)N1 (stereo unspecified)
52. Cc1cc(C)n(-c2ccc(C(=O)OCc3nnc(-c4ccccc4)o3)cc2)n1
53. O=C(OCc1csc(-c2ccccc2)n1)c1cccs1
54. O=S(=O)(Nc1nc2n(n1)C(c1ccc(F)cc1)C=C(c1ccccc1)N2)c1ccccc1 (stereo unspecified)
55. Cc1nnc(-n2cnc3ccccc32)c2ccccc12
56. COc1cccc(N(C(C)=O)c2nc(C)cc(C)c2C#N)c1
Assay by compound | 49 | 50 | 51 | 52 | 53 | 54 | 55 | 56
IkB sig inh | ? | ? | -0.9% | ? | ? | ? | 2.1% | 0.2%
Peg3 imprint | -12%[10.9 µM] | -15%[10.9 µM] | -7% | -17% | -31%[inhibitor] | -10%[10.9 µM] | 2% | 1%
p53ts 39C tox | -13% | -9% | -17% | -2% | -1% | 5% | 11% | ?
p53ts 32C kill | -6% | 12% | -4% | 0% | 6% | 10% | 13% | 6%

57. COC(=O)c1cc2ccc(OC)c(OC)c2c(=O)s1
58. O=C1CC(c2nc3ccccc3n2CCC2CCCCC2)CN1c1ccccc1Cl (stereo unspecified)
59. CCCCN(CC)CCCNC(=O)c1nn(C)c2c1CS(=O)(=O)c1ccccc1-2
60. CCOC(=O)c1c(C)c(C)n2c1NC(=O)C2
61. COc1ccc(-c2ccc(-c3noc(-c4cccc(OC)c4)n3)c(OC)n2)cc1
62. CC(=O)Nc1cc(C(=O)NCc2ccc(F)cc2)ccc1Sc1ccc(F)cc1
63. NC(=O)NC(=O)CSc1cccc(C(F)(F)F)c1
64. CCOc1ccc(Cn2nnc(C(=O)NCc3ccccc3)c2N)cc1
Assay by compound | 57 | 58 | 59 | 60 | 61 | 62 | 63 | 64
IkB sig inh | -0.8% | -0.2% | ? | -0.2%[11.4 µM] | -0.3% | ? | 0.6% | -1.2%
Peg3 imprint | -9% | -3%[10.9 µM] | -10%[10.9 µM] | ? | -3% | -11%[10.9 µM] | -6% | -11%
p53ts 39C tox | -11% | ? | -8% | -6%[9.22 µM] | 6% | -26% | 3% | 0%
p53ts 32C kill | 7% | ? | 0% | -6%[9.22 µM] | -2% | 14% | 4% | -4%

65. Cc1nn(CC(=O)NCCc2ccccc2Cl)c(=O)c2nn(-c3ccccc3)c(C)c12
66. CCCCC(=O)Nc1ccc(NC(=O)c2ccc3c(c2)OCO3)cc1OC
67. CC(=O)N=c1c(C#N)cc2c(=O)n3cccc(C)c3nc2n1CC(C)C
68. CCc1ccc(OCC(O)CN2CCN(c3ccccc3)CC2)cc1 (stereo unspecified)
69. COc1ccc(N2CCN(C(=O)c3c(-c4ccccc4)noc3C)CC2)cc1
70. N#CNC(=Nc1ccc(F)cc1)SCc1ccccc1
71. O=C(CSc1nnc(C2CCCCC2)n1Cc1ccccc1)NCc1ccco1
72. c1ccc2sc(C3CCN(Cc4nnnn4Cc4ccc5c(c4)OCO5)CC3)nc2c1
73. Cc1nn(C(C)C(=O)NCC2CCCO2)c(=O)c2cc3occc3n12 (stereo unspecified)
74. COC(=O)CN1C(=O)C(C)(C)Oc2ccc(C(=O)NC3CC3)cc21
75. CC(C)(C)C(=O)Nc1ncc(C(F)(F)F)cc1Cl
Assay by compound | 65 | 66 | 67 | 68 | 69 | 70 | 71 | 72 | 73 | 74 | 75
IkB sig inh | -1.4% | -0.6% | / | 1.5% | -0.3% | / | 4.8% | / | / | 0.0% | -1.5%
Peg3 imprint | 3%[10.9 µM] | -7% | / | -3% | 11% | / | -13% | / | / | -3% | -6%
p53ts 39C tox | -4% | -23% | -4% | -18% | -10% | 15% | -5% | 0% | 5% | 3% | 13%
p53ts 32C kill | 4% | -27% | 3% | -8% | 4% | -10% | 8% | 5% | 0% | -2% | -5%

High-throughput results as filed in PubChem.
